rCAG RNA binder: r(CAG) repeat RNA binding; inhibition, % at 3 µM; TO-PRO-1 dye displacement fluorescence; 370,000 compounds, 1.3% hits;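 active = inhibition above the plate cutoff, the mean of all test compounds on that plate plus 3 SD, cut at about 35% in these data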;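 note: 0% = DMSO alone and 100% = 100 µM mitoxantrone as full dye displacement; higher means more dye released from RNA so lower well fluorescence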
MBD2 DNA inh: MBD2-methylated oligo binding inhibition | Q9UBB5 | TR-FRET, MBD2 binding to methylated oligonucleotide | inhibition, % at 4.4 µM | 370,000 compounds, 0.31% hits; in the data active = inhibition above about 13%
PRMT1 inh: PRMT1 (human) inhibition, primary screen. Q99873. recombinant PRMT1, activity-based probe fluorescence polarization. inhibition, % at 2.79 µM. 370,000 compounds, 1.3% hits;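 active = inhibition above about 21% made by adding two undisclosed values, limit read from the data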
LEDGF integ inh: blocks HIV-1 LEDGF/p75-dependent DNA integration | TR-FRET IN-LEDGF/p75 DNA integration, Eu/Cy5 | inhibition, % at 3.7 µM | 370,000 compounds, 0.64% hits | AID 743269;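 active = inhibition above the screen-wide mean plus 3 SD, cut at about 13% in these data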;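 note: signal is the Cy5 over europium emission ratio at 671 and 618 nm; 0% = plate median of compound wells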
PG9 Ab binder: small molecules binding HIV-1 gp120 antibody PG9 | TR-FRET gp120-PG9 antibody binding | inhibition, % at 6.7 µM | 360,000 compounds, 0.43% hits; in the data active = inhibition above about 8.5%
UHRF1 binding: human UHRF1 methylated DNA binding inhibitors; Q96T88; inhibition, % at 4.4 µM; UHRF1 binding to methylated oligo, TR-FRET; AID 687016; 370,000 compounds, 0.75% hits; in the data active = inhibition above about 21%;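 note: UHRF1 SRA domain binding a hemimethylated CpG hairpin DNA probe; 0% = median of test compound wells and 100% = reference inhibitor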
HTRA1 inh: inhibitors of human serine peptidase HTRA1; recombinant HTRA1, FP-rhodamine activity-based probe, fluorescence polarization; inhibition, % at 5.96 µM; 340,000 compounds, 0.5% hits; in the data active = inhibition above about 36%;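 note: 0% = enzyme with DMSO and 100% = wells lacking enzyme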
Rev-erbA mod: modulates human Rev-erb alpha binding to DNA. AID 1259318. activity, % at 10 µM. Rev-erbα–FITC-DNA binding, fluorescence polarization, 90 min. 370,000 compounds, 0.79% hits. P20393;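 active = activity above about 14%, limit read from the data; passing the limit was not always enough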;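 note: 0% = DMSO wells with 35 nM protein and 100% = DMSO wells with 750 nM protein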
Target sequence (P20393 whole entry, looked up): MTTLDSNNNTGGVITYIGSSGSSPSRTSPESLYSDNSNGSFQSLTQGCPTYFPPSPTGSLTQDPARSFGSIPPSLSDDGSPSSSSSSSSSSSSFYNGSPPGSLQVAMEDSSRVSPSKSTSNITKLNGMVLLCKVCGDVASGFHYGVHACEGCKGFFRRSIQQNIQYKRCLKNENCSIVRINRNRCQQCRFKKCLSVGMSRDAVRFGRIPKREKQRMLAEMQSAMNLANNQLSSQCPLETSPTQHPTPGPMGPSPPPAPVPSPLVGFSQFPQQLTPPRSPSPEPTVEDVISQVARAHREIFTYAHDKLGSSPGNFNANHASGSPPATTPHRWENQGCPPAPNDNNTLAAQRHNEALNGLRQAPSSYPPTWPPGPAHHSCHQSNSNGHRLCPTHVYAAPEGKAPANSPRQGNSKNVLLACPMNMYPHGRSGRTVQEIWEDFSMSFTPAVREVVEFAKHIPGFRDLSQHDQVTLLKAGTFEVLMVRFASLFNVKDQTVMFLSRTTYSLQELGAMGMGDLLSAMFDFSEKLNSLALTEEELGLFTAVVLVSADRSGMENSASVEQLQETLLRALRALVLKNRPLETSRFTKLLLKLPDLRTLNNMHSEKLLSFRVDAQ
ABHD4 inh: ABHD4 (mouse) inhibition, primary FP screen. inhibition, % at 8.92 µM. AID 720543. 370,000 compounds, 0.54% hits. purified mABHD4, FP-Rh probe fluorescence polarization;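 active = inhibition exceeding the mean over every tested compound plus 3 SD, cut at about 30% in these data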;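 note: 0% = plate median of compound wells and 100% = S159A mutant with DMSO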
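Assay system: wild-type mouse ABHD4 protein; compound: single nominal dose of 8.92 µM, 0.89% DMSO final; schedule: 45 min + 60 min at 25 °C; measured by: FP readout, ex 525 nm / em 598 nm; evaluation: % inhibition of FP-Rh probe binding versus controls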
TCR CD3 inh: human TCR-CD3 binding inhibition | TAMRA-labeled TCR probe fluorescence, biochemical | 360,000 compounds, 0.37% hits | inhibition, % at 9.4 µM; in the data active = inhibition above about 19%;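 note: recombinant mutant TCR 2C K166C tagged with TAMRA read by polarization; 0% = receptor in buffer alone and 100% = receptor with positive control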
* marks the source's active call; other numbers are inactive results; . = not tested or not shown. These rows are one share of the data, so the mix of outcomes need not match the whole.

SMILES | rCAG RNA binder | MBD2 DNA inh | PRMT1 inh | LEDGF integ inh | PG9 Ab binder | UHRF1 binding | HTRA1 inh | Rev-erbA mod | ABHD4 inh | TCR CD3 inh
Cc1ccc(-c2csc(CC(N)=O)n2)cc1 | 0 | 0 | 0 | 2 | 0.0 | -2 | 8 | -1 | 4 | 6
COc1cc(NC(=O)c2ccccc2)c(OC)cc1NC(=O)CSc1[nH]c(=O)cc(C)c1C#N | 8 | 0 | -2 | 3 | -2.0 | -3 | 8 | -27 | 10 | -3
Cc1ccc(OCCCNC2CCCC2)cc1 | 5 | 3 | 1 | 1 | -0.4 | 1 | 0 | 3 | 10 | -5
Cn1c(-c2sc3ccccc3c2Cl)n[nH]c1=S | 5 | 1 | 14 | 0 | -0.9 | 4 | 1 | 0 | -2 | 3
COc1ccc(/C(O)=C2/C(=O)C(=O)N(c3ccccn3)C2c2ccc(OC)cc2)cc1 (stereo not drawn) | 2 | -4 | 1 | 0 | 4.3 | -2 | 10 | 1 | -3 | 10
Cc1cc(C)n(-c2nc(N(C)C)nc(N(C)C)n2)n1 | -2 | 4 | 2 | -3 | -1.6 | 5 | 0 | 3 | -2 | 4
CCC1(c2ccccc2)NC(=O)N(CC(=O)Nc2ccc3c(C)cc(=O)oc3c2)C1=O (stereo not drawn) | 8 | -2 | 4 | -4 | -0.2 | 0 | -19 | -1 | 0 | -5
Cn1cccc1/C=C1\SC(=S)N(Nc2ccccc2)C1=O | 1 | 0 | -16 | 3 | -3.7 | -1 | -8 | 13 | 19 | -5
CCOc1ccc(CC(=O)NC2CC(C)(C)N(C)C(C)(C)C2)cc1OCC | 3 | 4 | -1 | -1 | -0.8 | 0 | 1 | -4 | 0 | -5
O=C(Nc1cccc(F)c1)N(Cc1ccc(Cl)cc1)CC(O)C(F)(F)F (stereo not drawn) | -5 | 2 | 1 | 3 | -0.9 | -1 | -45 | -3 | -26 | -5
COc1ccc(F)cc1C(=O)C1CCCN(Cc2cccn2-c2cccnc2)C1 (stereo not drawn) | -9 | -1 | -1 | -1 | -0.3 | -1 | 0 | -3 | -1 | 2
O=C(CCc1ccccc1)Nc1cc2c(cc1Cl)OCCO2 | -1 | -5 | -2 | 3 | -1.0 | -2 | -6 | 4 | -1 | -6
O=C(c1ccc(S(=O)(=O)N2CCOCC2)cc1)N1CCN(c2ccccc2)CC1 | -4 | 2 | -3 | 2 | -3.7 | 0 | 9 | 9 | 2 | -1
CCOC(=O)CSc1ccc(-c2nc3ccccc3[nH]2)cn1 | 5 | 9 | 9 | -3 | 2.6 | 7 | -14 | 7 | -16 | -1
COc1cccc(-c2ccc(C#N)c(=O)[nH]2)c1 | -4 | -8 | -3 | 0 | 0.4 | -1 | 3 | 8 | -4 | 1
C=CCN(C(=O)C1=NN(C2CCS(=O)(=O)C2)C(=O)CC1)c1nc(-c2ccc([N+](=O)[O-])cc2)cs1 (stereo not drawn) | 4 | 1 | -1 | 1 | -0.8 | -1 | -6 | 5 | 7 | 8
c1ccc(N=Nc2cn[nH]c2-c2ccco2)cc1 | 5 | -3 | 1 | 2 | -3.5 | -1 | -5 | -4 | -2 | -3
COc1ccc(C(CNC(=O)CNC(=O)c2cc(OC)c(OC)c(OC)c2)N2CCOCC2)cc1 (stereo not drawn) | -2 | 1 | -5 | -2 | -0.9 | -2 | -5 | 1 | -2 | 2
COc1ccccc1CCNC(=O)CN1C(=O)c2ccccc2S1(=O)=O | -6 | 4 | 3 | -1 | 1.2 | 0 | 8 | -1 | 0 | -1
Cc1[nH]c2ccc(Br)cc2c(=O)c1CN1CCCCC1 | -2 | 4 | 3 | 0 | 0.4 | 0 | -10 | 0 | 3 | -3

A few values from above:
Result for `Cc1cc(C)n(-c2nc(N(C)C)nc(N(C)C)n2)n1` under UHRF1 binding: 5
Result for `c1ccc(N=Nc2cn[nH]c2-c2ccco2)cc1` under TCR CD3 inh: -3
Result for `COc1ccccc1CCNC(=O)CN1C(=O)c2ccccc2S1(=O)=O` under MBD2 DNA inh: 4
Result for `Cc1ccc(OCCCNC2CCCC2)cc1` under Rev-erbA mod: 3

Carrying on.
SMILES | rCAG RNA binder | MBD2 DNA inh | PRMT1 inh | LEDGF integ inh | PG9 Ab binder | UHRF1 binding | HTRA1 inh | Rev-erbA mod | ABHD4 inh | TCR CD3 inh
O=c1c2c3c(sc2nc2n1CCCC2)CCC3 | -1 | -1 | 1 | -2 | 0.5 | -2 | 4 | -4 | -5 | -5
CCc1nc2c(OCc3ccc(OC)cc3)cccn2c1N(C)C(=O)c1ccc(OC)cc1 | 4 | 5 | 4 | -1 | -1.2 | -4 | . | 2 | -2 | -5
Cc1ccc(-n2c3c(cc(C(=O)O)c2=O)C(=O)CC(C)(C)C3)cc1 | 3 | 0 | 2 | 1 | 0.1 | 3 | 2 | -6 | 5 | 6
O=C(COC(=O)c1cccc(Cl)c1Cl)NCCN1C(=O)CSC1=O | 7 | 6 | 1 | 4 | -1.2 | 2 | -7 | 3 | -4 | 1
Cc1ccc(C(=O)N2C(=S)C(c3ccc(F)cc3)=NC23CCN(C)CC3)cc1 | -5 | 0 | 4 | 5 | -2.0 | -4 | -7 | -2 | 1 | -1
COC(=O)[C@]12C[C@H](CC(=O)NCCCCc3ccccc3)C(=O)N(CCc3ccc(OC)c(OC)c3)C1=C[C@H](C1CCCC1)O[C@@H]2C | 8 | 4 | 7 | -2 | . | 2 | . | 6 | 0 | .
Nc1nc(NC(=O)/C=C/c2ccc(F)cc2)nn1-c1ccccc1 | 2 | 4 | -3 | 3 | 0.4 | -4 | 7 | 14 | -5 | 7
Cc1sc(NC(=O)c2ccco2)c(C(c2cccnc2)N2CCN(CCO)CC2)c1C (stereo not drawn) | -5 | -2 | -2 | -2 | 1.3 | 0 | -8 | -8 | 2 | 8
O=S(=O)(Nc1ccn(-c2ccccc2)n1)c1ccc(Br)cc1 | 25 | 0 | 1 | -5 | 0.2 | -2 | -10 | 3 | -4 | -6
COc1ccccc1NC(=O)COC(=O)c1[nH]c(=O)[nH]c(=O)c1N | 3 | 4 | 1 | 1 | -2.0 | 6 | 0 | -1 | 6 | 9
CN(Cc1cccc(F)c1)C(=O)c1ccccc1Sc1ccccc1C#N | -8 | -1 | -2 | -1 | -2.8 | 1 | -12 | 5 | 0 | 2
COc1ccc(CN2CCCCCC2)cc1Br | 1 | 1 | 0 | 3 | -0.7 | 1 | 7 | -3 | 4 | 2
CCCOC(=O)c1cccc(NC(=O)C(C)(C)C)c1 | -3 | 8 | 1 | -2 | -0.7 | 5 | -1 | -1 | -2 | -2
CC(=O)Nc1cc[n+](C(C)C(=O)c2ccccc2)cc1 (stereo not drawn) | -3 | 4 | -1 | 0 | -1.1 | 3 | 6 | 1 | -2 | -1
CN1CCN(c2ccccc2/C=C2/C(=O)Nc3ccccc32)CC1 | 0 | -6 | -1 | -4 | -4.4 | -4 | -5 | 3 | 11 | 5
CCN(C(=O)COC(=O)c1ccc(Cl)c(S(=O)(=O)N2CCCCC2)c1)C1CCS(=O)(=O)C1 (stereo not drawn) | -1 | 1 | -7 | -1 | -2.4 | 0 | 1 | 1 | -5 | 2
Cc1ccccc1NC(=O)[C@@H]1CCCN1S(=O)(=O)c1cccc2cccnc12 | . | 5 | -7 | 4 | . | -4 | . | 4 | 0 | .
CC(C)(C)OC(=O)C[C@@H]1C/C=C\C[C@H](CC(=O)N[C@H](CO)Cc2ccccc2)C(=O)N2CCC[C@H]2COC1=O | -5 | 3 | -1 | 5 | -0.1 | 3 | 4 | -2 | -2 | -6
O=c1cnn(-c2ccccc2)c(-c2ccccc2)c1 | 1 | 6 | 0 | 3 | -0.9 | 1 | -29 | -1 | -2 | -3
Cc1ccc(C2=NS(=O)(=O)N(C)C(C(=O)NC3CCCC3)=C2)cc1 | 3 | 5 | -1 | -2 | -0.7 | -2 | -8 | -1 | -1 | 4
O=C1C=CC(=O)N1Cc1cccnc1 | 2 | -6 | 21 | 0 | -0.1 | 1 | 1 | -10 | -1 | 5
COC(=O)C(Cc1ccccc1)NC(=O)CSc1nc(C)cc(=O)[nH]1 (stereo not drawn) | 4 | -7 | -3 | 1 | -0.3 | 2 | 7 | -2 | -3 | 4
CCN(CCOC(=O)Nc1ccc(Cl)cc1)C(=O)Nc1ccc(Cl)cc1 | 5 | -6 | 2 | 2 | 1.0 | 0 | . | 9 | -22 | 6

Pulled one by one from above (3):
SMILES | rCAG RNA binder | MBD2 DNA inh | PRMT1 inh | LEDGF integ inh | PG9 Ab binder | UHRF1 binding | HTRA1 inh | Rev-erbA mod | ABHD4 inh | TCR CD3 inh
CN1CCN(c2ccccc2/C=C2/C(=O)Nc3ccccc32)CC1 | 0 | -6 | -1 | -4 | -4.4 | -4 | -5 | 3 | 11 | 5
CC(=O)Nc1cc[n+](C(C)C(=O)c2ccccc2)cc1 (stereo not drawn) | -3 | 4 | -1 | 0 | -1.1 | 3 | 6 | 1 | -2 | -1
CC(C)(C)OC(=O)C[C@@H]1C/C=C\C[C@H](CC(=O)N[C@H](CO)Cc2ccccc2)C(=O)N2CCC[C@H]2COC1=O | -5 | 3 | -1 | 5 | -0.1 | 3 | 4 | -2 | -2 | -6

Compound activity (PubChem BioAssay)
